Source: PubChem (NMMLSC)
Myeloid diff MLP: promotes myeloid progenitor differentiation; ER-HoxA9 myeloid progenitors, lysozyme-GFP differentiation, flow cytometry; calls only at 10 µM; 360,000 tested, 1% active; AID 624256;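 active = normalized GFP-positive differentiation at or above the plate's own cutoff, the solvent-only control mean plus 3 SD; inconclusive = no clear call, values can overlap the other calls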;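 also: cells exposed to compound for four days before flow analysis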
Myeloid diff MLP GFP+ MAC1+ %: second read-out of Myeloid diff MLP, no call of its own (marks repeat the call); GFP+ MAC1+ double positive, %; measured here: differentiation confirmed by MAC1 staining
* hit, by the source's call; i = inactive; ? = inconclusive; . = not tested or not shown; + = active, no number.

SMILES	Myeloid diff MLP	Myeloid diff MLP GFP+ MAC1+ %
CC(C)(C)c1ccc(C(=O)N2CCC2(C)C(=O)NCCC#N)cc1 (stereo not given)	i	0.2
C#CCN(C[C@H]1[C@H](OC(=O)NCC2CCCCC2)[C@H](OC(=O)NCC2CCCCC2)C[C@@H](C(=O)OC)[C@H]1C(=O)OC)S(=O)(=O)c1ccc(C)cc1	i	1.4
COC(=O)[C@@H](Cc1ccccc1)NS(=O)(=O)N[C@H](Cc1ccccc1)C(=O)OC	i	1.7
Cc1ccc(NC(=O)C(C)Sc2nnc3ccccn23)cc1 (stereo not given)	i	0.4
CN(Cc1c(C(=O)N/N=C/c2c(F)cccc2Cl)nnn1-c1nonc1N)C1CCCCC1	i	0.3
Cc1noc(C)c1NC(=O)N(C)C[C@H]1Oc2ccc(NC(=O)Nc3ccc4c(c3)OCO4)cc2C(=O)N([C@H](C)CO)C[C@@H]1C	i	1.3
Cn1c(Oc2ccncc2)nc2cc(-c3ccsc3)sc2c1=O	i	1.3
Cc1cc(C)n(-c2ccc(C(=O)OCC(=O)Nc3ccc(S(N)(=O)=O)cc3)cc2)n1	i	1.5
CCOc1ccc(NC(=S)NS(=O)(=O)c2cc(Br)ccc2OCC)cc1	i	0.8
O=C(NCc1cccc(C(F)(F)F)c1)c1ccc2sc(C3=C[C@@H](O)[C@@H](O)[C@@H](CO)O3)nc2c1	i	1.4
COc1ccccc1NC(=O)c1cc(N)cc(C(=O)Nc2ccccc2OC)c1	i	0.9
COc1ccccc1Cc1c(-c2cccc(Cl)c2)nc2ccc(C)cn12	i	0.6
CCOC1CCCC(n2cnc3c(=S)nc[nH]c32)O1 (stereo not given)	?	.
CCN(C(=O)CSc1cccc[n+]1[O-])C1CCCCC1	i	0.6
O=C(NC1CC1)c1ccc2nc([C@H]3C[C@H](O)[C@@H](CO)O3)[nH]c2c1	i	1.4
C[C@H](CO)N1C[C@H](C)[C@@H](CN(C)S(=O)(=O)c2ccc(F)cc2)OCc2cnnn2CCCC1=O	i	0.3
O=C(CSc1nc2ccccc2c(=O)n1CCCN1CCOCC1)Nc1ccc(F)c(Cl)c1	i	0.4
O=C(COC(=O)CNC(=O)c1ccccc1Cl)NC1CCCC1	i	0.8
O=C(COC(=O)Cc1c[nH]c2ccccc12)Nc1ccccc1C(F)(F)F	i	0.5
Cc1ccc(C2NC(=S)N3C(c4ccc(C)cc4)NC(=S)N23)cc1 (stereo not given)	i	0.4
CC(C)(C)CC(=O)Nc1ccc(S(=O)(=O)NC2=NCCCCC2)cc1	i	1.0
COc1ncccc1-c1cc2nc(NCCNC(C)=O)n(C)c(=O)c2s1	i	0.7
COCC(O)Cn1ccnc1[N+](=O)[O-] (stereo not given)	i	0.8
Oc1ccc(C[C@H]2CNC(=S)N2CC2CCCN2C[C@H](Cc2ccccc2)N2C[C@H](Cc3ccc(O)cc3)N(CC3CCCCC3)C2=S)cc1 (stereo not given in full)	i	0.8
C[C@H]1CN([C@@H](C)CO)C(=O)CCCn2nncc2CO[C@@H]1CN(C)Cc1ccccc1	i	1.5

Next part
SMILES	Myeloid diff MLP	Myeloid diff MLP GFP+ MAC1+ %
OC(c1ccc(CN2CCCCC2)cc1)c1ncc(-c2ccccc2F)[nH]1 (stereo not given)	i	1.5
CCCNC(=O)C1(C)CCCN(C(=O)Cc2cccc(OC)c2)C1 (stereo not given)	i	1.0
Cc1noc(NS(=O)(=O)c2ccc(NC(=O)/C=C/c3ccc(Cl)cc3Cl)cc2)c1C	i	0.7
c1cc2cc(CNc3nc(NCC4CC4)nc4ccsc34)ccc2o1	i	2.1
Cc1ccc(-c2cc(C(=O)N3CCOCC3)c3ccccc3n2)o1	i	1.3
O=C(COC(=O)c1cc(S(=O)(=O)N2CCOCC2)ccc1Cl)Nc1ccc(Cl)cn1	i	0.4
COc1ccc(Cl)cc1-c1cc(C(=O)NCc2ccco2)[nH]n1	i	0.9
CCOC(=O)C1=C(C)N(C[C@@H]2CC[C@@H](Cc3ccc(-c4ccccc4)cc3)O2)C(=O)NC1C1CC1 (stereo not given in full)	i	0.4
COCC(C)n1c(SCC(=O)NC2CCCCC2C)nc2ccccc2c1=O (stereo not given)	?	.
CC(C)C(N)c1csc(Nc2ccc(C(=O)NCCCO)cn2)n1 (stereo not given)	i	0.6
NC(Cc1ccc(F)cc1)c1csc(Nc2nncc3ccccc23)n1 (stereo not given)	i	0.8
CCOC(=O)C1=CCN(S(=O)(=O)c2ccccc2Br)C1c1ccc(Br)cc1 (stereo not given)	i	1.1
CC(=O)N1CCN(CCS(=O)(=O)c2cc(Cl)ccc2Cl)CC1	i	0.9
CNc1cncc(-c2ccc(OC)c(OC)c2)n1	i	2.3
CC(C)C[C@H]1CNC(=S)N1CC1CCN(CCC2CCCC2)CC1	i	1.2
CCC(=O)Nc1ccc2c(c1)Cc1cc([N+](=O)[O-])ccc1-2	?	.
COc1ccc(C2C=CC(=O)CC2)c(OC)c1 (stereo not given)	i	1.2
[O-][n+]1ccc(CC(O)(C(F)(F)F)C(F)(F)F)cc1	i	0.6
CC1=C(C(=O)N(C(C)C)C(C)C)CC(CC(=O)NCc2cccs2)C(=O)N1Cc1ccc(F)cc1 (stereo not given)	i	1.2
CCn1c(C)nc2cc(C(=O)NN=Cc3ccccc3OC(F)F)ccc21	i	0.5
Cc1noc(C)c1NC(=O)N(C)C[C@H]1Oc2ccc(NC(=O)NC3CCCCC3)cc2C(=O)N([C@H](C)CO)C[C@@H]1C	i	1.3
CCOC(=O)c1ccc(N(CC2CO2)S(=O)(=O)c2ccc(C)cc2)cc1 (stereo not given)	i	0.7
COc1ccc(-c2noc([C@@H]3O[C@H](CO)[C@H](O)[C@H](O)[C@H]3O)n2)cc1OC	i	0.6
COc1cccc(C(c2nnnn2C(C)(C)C)N2CCN(C/C=C/c3ccccc3)CC2)c1OC (stereo not given)	i	0.8
CCC(OC(=O)c1ccc(S(C)(=O)=O)c([N+](=O)[O-])c1)C(=O)NC1C2CC3CC(C2)CC1C3 (stereo not given)	?	.

Going on with the list:
SMILES	Myeloid diff MLP	Myeloid diff MLP GFP+ MAC1+ %
CCN(CC(=O)Nc1ccc(Br)cc1F)CC(=O)NC1CCS(=O)(=O)C1 (stereo not given)	i	1.9
O=C(Nc1ccccc1)c1cc(C2CCCCN2C(=O)CCCc2ccccc2)on1 (stereo not given)	i	2.4
Cc1cc(C)n2nc(SC(C)C(=O)N3CC(C)OC(C)C3)nc2n1 (stereo not given)	i	0.7
CCN(CC)C(=O)C1=C(C)N(CCCOC)C(=O)C(CC(=O)NCCN2CCOCC2)C1 (stereo not given)	i	2.0
COc1ccc(C(C)(C)C)cc1NC(=O)CSc1ncn[nH]1	i	0.1
NC(=O)c1cccc(-c2cnc3c(Nc4cccc(OC(F)(F)C(F)F)c4)nccn23)c1	i	1.1
CCN1/C(=C/C=C2/SC(=Nc3cccc4ncccc34)N(C)C2=O)Sc2ccccc21	+	1.5*
COc1ccc(C(C)(O)c2nc(-c3ccncc3)cs2)cc1 (stereo not given)	+	11.6*
Cc1ccc(-c2nnc(-c3ccc4ccccc4c3)o2)cc1	i	0.4
O=C(CCN=C1NS(=O)(=O)c2ccccc21)Nc1ccc(F)cc1Cl	i	0.2
CC(C)CCN1CCC(CN2C(=O)C(=O)NC[C@@H]2CC(C)C)CC1	i	0.4
Cc1ccc(SCc2c(C(=O)N/N=C/c3ccc(C)o3)nnn2-c2nonc2N)cc1	i	1.0
CN(C)c1c([N+](=O)[O-])cc(N2C(=O)C=CC2=O)cc1[N+](=O)[O-]	i	0.6
CNS(=O)(=O)c1cccc(C(=O)OCC(=O)c2ccc3c(c2)OCCO3)c1	i	0.8
Cc1cc(N2O[C@H]3C=C[C@@H]2C3)no1	i	2.8
CSCc1cc(C(=O)NCCN2CCOCC2)c(N)s1	i	1.6
CC(=O)c1ccc(Nc2nc(C(N)c3ccccc3Cl)cs2)cc1 (stereo not given)	i	1.7
COc1cc(OCc2ccccc2)c2c(CCC(=O)O)cc(=O)oc2c1	i	1.0
CCOC(=O)[C@]12CCCC=C1N(CCC1=CCCCC1)C(=O)[C@H](CC(=O)N1CCOCC1)C2	i	4.8
C[C@H]1CN([C@@H](C)CO)C(=O)c2cc(NC(=O)C3CCCCC3)ccc2O[C@H]1CN(C)S(=O)(=O)c1ccccc1	i	2.1
O=C1NC[C@H](CCCCN2C[C@H](Cc3ccc(O)cc3)N(CC3CCCCC3)C(=O)C2=O)N(CCC2CCCCC2)C1=O	i	0.4
COc1cccc(CN(C)C[C@@H]2OCc3cnnn3CCCC(=O)N([C@@H](C)CO)C[C@H]2C)c1	i	1.9
O=C(COCc1ccccc1)N[C@@H]1c2ccccc2CC[C@H]1OCc1ccccc1	i	1.4
Cc1ccc(C=NNc2nc3c([nH]2)c(=O)n(C)c(=O)n3C)cc1	i	1.7
CCOC(=O)[C@]12CCC=C1N(Cc1ccco1)C(=O)[C@H](CC(=O)NCc1cccc(C(F)(F)F)c1)C2	i	1.6

(continued)
SMILES	Myeloid diff MLP	Myeloid diff MLP GFP+ MAC1+ %
CC(O)(c1cccnc1)c1nc(-c2cccc(C#N)c2)cs1 (stereo not given)	i	0.7
CN(C)c1nc(N(C)C)c2cnn(C)c2n1	i	0.4
COc1cccc(CN2CCC2(C)C(=O)Nc2cccc(Oc3ccccc3)c2)c1OC (stereo not given)	i	1.4
CC(C)c1ccc(NC(=O)C2(C)Cc3c(-c4cccc(C(F)(F)F)c4)ccnc3O2)cc1 (stereo not given)	i	1.2
C[C@@H]1COc2cc(N(C)CCO)ccc2S(=O)(=O)N1	i	1.1
Cc1ccc(C)c(S(=O)(=O)N2CCN(C(=O)c3ccc4ccccc4n3)CC2)c1	i	0.7
COc1cc(CC(=O)N2CCN(S(=O)(=O)c3ccc(C)cc3)CC2)cc(OC)c1OC	i	0.4
Brc1cccc(-c2nc3c4ccccc4ccn3c2CC2CCCCC2)c1	i	2.2
C=CCC[C@@H](CCCCC)OC(=O)/C=C/[C@@H](O)[C@H](O)C[C@H](O)CC=C	i	0.4
CCOC(=O)CCCCCC(=O)Nc1ccc2c(c1)C(=O)N([C@H](C)CO)C[C@H](C)[C@@H](CN(C)S(C)(=O)=O)OCCCC[C@@H](C)O2	i	2.0
C[C@H](CO)N1C[C@H](C)[C@@H](CN(C)S(=O)(=O)c2ccc(Cl)cc2)Oc2ccc(NS(=O)(=O)c3ccccc3)cc2CC1=O	i	1.7
CCC(=O)N1CCC1(C)C(=O)Nc1ccccc1 (stereo not given)	i	1.6
COC(=O)C1=C(C(=O)OC)[C@]2([C@H]3CC=CCN[C@@H](Cc4ccccc4)C(=O)N3Cc3ccccc3)C=C[C@H]1O2	i	2.0
COC(=O)[C@]12CCCCC=C1N(CCC1=CCCCC1)C(=O)[C@H](CC(=O)NCCc1ccccc1OC)C2	i	1.4
COc1ccc(CC(=O)OCC(=O)c2c(N)n(C)c(=O)n(C)c2=O)cc1OC	i	1.0
COc1ccc(-c2ccc(C(=O)NCCN(C)C)c3occc23)c(C)c1	i	0.5
CCCCC[C@H]1CCCCC[C@@H](O)C[C@H](O)[C@H](O)/C=C/C(=O)O1	i	1.0
COc1cc(-c2cc(NC=O)c3ncc(-c4ccc(C(C)=O)cc4)n3c2)ccc1O	?	.
COc1cccc(CC(=NO)c2cccc(OC)c2)c1	i	0.4
COc1ccccc1C1CC(=O)Oc2cc(C)c(Cl)cc21 (stereo not given)	?	.
CCOc1ccccc1/C=C(\C(=O)O)c1ccc(S(=O)(=O)N2CCCCC2)s1	i	0.5
O=S(=O)(CCN1CCN(c2ccccc2O)CC1)c1cc(Cl)ccc1Cl	i	1.9
COc1ccccc1C(=O)NC(=O)COC(=O)c1cnccn1	i	0.6
O=Cc1ccc([B-](F)(F)F)s1	i	0.8
COc1cc2c(cc1OCc1ccccc1)/C(=C/C(=O)OCc1ccccc1)OC2	i	2.1

Record cards, as listed above. Order of screens: Myeloid diff MLP	Myeloid diff MLP GFP+ MAC1+ %
`O=S(=O)(CCN1CCN(c2ccccc2O)CC1)c1cc(Cl)ccc1Cl` across the screens: i	1.9
`CC(C)c1ccc(NC(=O)C2(C)Cc3c(-c4cccc(C(F)(F)F)c4)ccnc3O2)cc1` (stereo not given) across the screens: i	1.2
`Cc1ccc(C)c(S(=O)(=O)N2CCN(C(=O)c3ccc4ccccc4n3)CC2)c1` across the screens: i	0.7

Additional compounds follow.
SMILES	Myeloid diff MLP	Myeloid diff MLP GFP+ MAC1+ %
COc1ccc(-c2csc(C(O)c3cccc(OC)c3)n2)cc1 (stereo not given)	i	0.6
CC1(C(=O)NCC2CC2)Cc2c(-c3ccc4c(c3)OCO4)ccnc2O1 (stereo not given)	i	0.5
Cc1ccc(C)c(N2CCN(C(=O)CCc3nc(-c4ccc(Cl)cc4)no3)CC2)c1	i	0.7
CC1(C(=O)NCc2ccccn2)CCN1C(=O)Cc1ccc(Cl)cc1Cl (stereo not given)	i	0.5
Cc1cccc(OC(C)C(=O)OCC(=O)N2CCN(c3ccccc3)CC2)c1 (stereo not given)	i	1.1
O=C(C=Cc1cccs1)c1ccc(Cl)s1	i	0.1

As entered above:
Cc1cccc(OC(C)C(=O)OCC(=O)N2CCN(c3ccccc3)CC2)c1 (stereo not given) – Myeloid diff MLP GFP+ MAC1+ %: 1.1
COc1ccc(-c2csc(C(O)c3cccc(OC)c3)n2)cc1 (stereo not given) – Myeloid diff MLP GFP+ MAC1+ %: 0.6
CC1(C(=O)NCC2CC2)Cc2c(-c3ccc4c(c3)OCO4)ccnc2O1 (stereo not given) – Myeloid diff MLP GFP+ MAC1+ %: 0.5
Cc1ccc(C)c(N2CCN(C(=O)CCc3nc(-c4ccc(Cl)cc4)no3)CC2)c1 – Myeloid diff MLP GFP+ MAC1+ %: 0.7
O=C(C=Cc1cccs1)c1ccc(Cl)s1 – Myeloid diff MLP GFP+ MAC1+ %: 0.1

A portion of the library, so the mix of outcomes need not match the whole.
